# PLK1 PBD block – qHTS for Inhibitors of PLK1-PDB (polo-like kinase 1 - polo-box domain): Primary Screen | actives 2.8% (n = 360,000) | Plk1 PBD binding of FITC phosphopeptide, fluorescence polarization | Potency, µM, for inactives: max response, negative = inhibition, actives largely listed as inhibitors; further: potency means the concentration at half of the fitted maximal effect; series mostly up to about 57 µM; on the % scale 0 is the no-effect control and ±100 the full control effect; nearly all actives have a fitted effect of over 65% in size
# D3 ag – qHTS of D3 Dopamine Receptor Agonist: qHTS. D(3) dopamine receptor (Homo sapiens), P35462. D3R DiscoveRx beta-arrestin cells, luminescence, 90 min. max activation, %. actives 0.58% (n = 410,000); in the data active means max activation above about 30%; further: 0% is about no effect; mostly tested at two doses, the higher about 12 µM
#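 Agonist-mode cell screen: cells plated at 1500/well and incubated overnight at 37 °C, then exposed to library compounds for 90 min at 37 °C. Detection reagent was added for 30–60 min at room temperature, and luminescence was read.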
# GLP1R inv ag – qHTS of GLP-1 Receptor Inverse Agonists (Inhibition Mode); AID 624417, 2012; Potency, µM (titrated, usually from 38.3 µM), for inactives: top-dose activity change, negative = inhibition, usual class: inhibitors; HEK293 GLP-1R CRE-luciferase, luminescence, 24 h; GLP-1R form is constitutively active; actives 1.6% (n = 410,000); Glucagon-like peptide 1 receptor (Homo sapiens), P43220; further: potency means the concentration at half of the fitted maximal effect; on the % scale 0 is the no-effect control and ±100 the full control effect; nearly all actives have a fitted effect of over 55% in size
#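 GLP-1R inverse agonism mode: basal reporter luminescence in engineered HEK293 cells measured after one day of compound exposure at 37 deg C, with a 12 min room-temperature detection step.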
# DRD3 antagonist – qHTS of D3 Dopamine Receptor Antagonist: qHTS. actives 2.5% (n = 360,000). D3R cells, DiscoveRx beta-arrestin luminescence, antagonist mode; stronger effect = lower value. max response, negative = inhibition, %. D(3) dopamine receptor (Homo sapiens), P35462; in the data active means max response below about -50%; inconclusive means no clear call, values can overlap the other calls; further: on the % scale 0 is the no-effect control and ±100 the full control effect; mostly tested at two doses, the higher about 12 µM
#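 Cells expressing the human receptor were seeded at 1500 cells/well, incubated overnight at 37 degrees C in 5% CO2, then exposed to library compounds with dopamine controls for 90 minutes at 37 degrees C before luminescent detection.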
# IL2 activator – qHTS of IL-2 Activators | actives 0.065% (n = 360,000) | activation, % (series mostly up to about 46 µM) | AID 652025, 2013 | IL-2 activation reporter assay, cell-based qHTS; stimulated with anti-CD3/CD4/CD28 beads; in transgenic mouse T cells; in the data active means activation above about 50%; inconclusive means mostly about 30% to 49%; further: 0% is about no effect
#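 EGFP and DsRed fluorescence is measured by plate cytometry in unstimulated transgenic mouse T cells exposed to compound for 60 minutes, then stimulated 18 hours at 37 degrees C with anti-CD3/anti-CD4 beads plus anti-CD28.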
# GLP1R cytotox – qHTS of GLP-1 Receptor Inverse Agonists: Cytotox Screen; Potency, µM (top dose mostly 38.3 µM), for the others: at the highest dose activity change, negative = inhibition, actives largely listed as inhibitors; HEK293 cAMP-luciferase reporter cells, luminescence, 24 h; actives 0.13% (n = 410,000); AID 624418, 2012;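 further: loss of luciferase light is scored as toxicity; potency means the concentration at half of the fitted maximal effect; on the % scale 0 is the no-effect control and ±100 the full control effect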
#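 Compound-treated cells are incubated 24 hr at 37 deg C under 5% CO2 after a 12 hour attachment period, then luciferase detection reagent is added and luminescence is measured following 12 min at room temperature; lowered signal indicates toxicity.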
# PI5P4Ka inh – qHTS for Inhibitors of phosphatidylinositol 5-phosphate 4-kinase (PI5P4K); Phosphatidylinositol 5-phosphate 4-kinase type-2 alpha (Homo sapiens), P48426; PI5P4Kalpha enzyme, ADP-Glo luminescence, 60 min; stronger effect = lower value; max response, %; actives 1.2% (n = 330,000); AID 652105, 2013; active means max response of -50% or lower; inconclusive means between -30% and -50%; inactive means -30% or higher; further: value at the top dose of about 77 µM; on the % scale 0 is the no-effect control and ±100 the full control effect
#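 ADP-Glo luminescence end-point after a 60 min room-temperature kinase reaction. PI5P4Kalpha and substrate in HEPES pH 7.4 buffer with EGTA, 0.1% CHAPS and 5% DMSO; ATP at 5 microM final.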
# GLP1R ag – qHTS of GLP-1 Receptor Agonists; HEK293 GLP-1R CRE-luciferase, luminescence, 4-6 h; cells express a hypersensitive GLP-1R form; Glucagon-like peptide 1 receptor (Homo sapiens), P43220; actives 0.007% (n = 380,000); AID 624172, 2012; Potency, µM (doses to about 45.6 µM), without a hit: top-dose activation, hits mostly activators; further: potency means the concentration at half of the fitted maximal effect; % of control where 0% means no effect
# WRN helicase inh – qHTS for Inhibitors of WRN Helicase; WRN helicase unwinding, fluorescent forked duplex, kinetic; Potency, µM (top dose mostly 114 µM), for the others: at the top dose activity change, negative = inhibition, most hits filed as inhibitors; actives 0.46% (n = 360,000); further: potency means the concentration at half of the fitted maximal effect; on the % scale 0 is the no-effect control and ±100 the full control effect; nearly all actives have a fitted effect of over 55% in size
# Target sequence (Q14191 whole entry, looked up): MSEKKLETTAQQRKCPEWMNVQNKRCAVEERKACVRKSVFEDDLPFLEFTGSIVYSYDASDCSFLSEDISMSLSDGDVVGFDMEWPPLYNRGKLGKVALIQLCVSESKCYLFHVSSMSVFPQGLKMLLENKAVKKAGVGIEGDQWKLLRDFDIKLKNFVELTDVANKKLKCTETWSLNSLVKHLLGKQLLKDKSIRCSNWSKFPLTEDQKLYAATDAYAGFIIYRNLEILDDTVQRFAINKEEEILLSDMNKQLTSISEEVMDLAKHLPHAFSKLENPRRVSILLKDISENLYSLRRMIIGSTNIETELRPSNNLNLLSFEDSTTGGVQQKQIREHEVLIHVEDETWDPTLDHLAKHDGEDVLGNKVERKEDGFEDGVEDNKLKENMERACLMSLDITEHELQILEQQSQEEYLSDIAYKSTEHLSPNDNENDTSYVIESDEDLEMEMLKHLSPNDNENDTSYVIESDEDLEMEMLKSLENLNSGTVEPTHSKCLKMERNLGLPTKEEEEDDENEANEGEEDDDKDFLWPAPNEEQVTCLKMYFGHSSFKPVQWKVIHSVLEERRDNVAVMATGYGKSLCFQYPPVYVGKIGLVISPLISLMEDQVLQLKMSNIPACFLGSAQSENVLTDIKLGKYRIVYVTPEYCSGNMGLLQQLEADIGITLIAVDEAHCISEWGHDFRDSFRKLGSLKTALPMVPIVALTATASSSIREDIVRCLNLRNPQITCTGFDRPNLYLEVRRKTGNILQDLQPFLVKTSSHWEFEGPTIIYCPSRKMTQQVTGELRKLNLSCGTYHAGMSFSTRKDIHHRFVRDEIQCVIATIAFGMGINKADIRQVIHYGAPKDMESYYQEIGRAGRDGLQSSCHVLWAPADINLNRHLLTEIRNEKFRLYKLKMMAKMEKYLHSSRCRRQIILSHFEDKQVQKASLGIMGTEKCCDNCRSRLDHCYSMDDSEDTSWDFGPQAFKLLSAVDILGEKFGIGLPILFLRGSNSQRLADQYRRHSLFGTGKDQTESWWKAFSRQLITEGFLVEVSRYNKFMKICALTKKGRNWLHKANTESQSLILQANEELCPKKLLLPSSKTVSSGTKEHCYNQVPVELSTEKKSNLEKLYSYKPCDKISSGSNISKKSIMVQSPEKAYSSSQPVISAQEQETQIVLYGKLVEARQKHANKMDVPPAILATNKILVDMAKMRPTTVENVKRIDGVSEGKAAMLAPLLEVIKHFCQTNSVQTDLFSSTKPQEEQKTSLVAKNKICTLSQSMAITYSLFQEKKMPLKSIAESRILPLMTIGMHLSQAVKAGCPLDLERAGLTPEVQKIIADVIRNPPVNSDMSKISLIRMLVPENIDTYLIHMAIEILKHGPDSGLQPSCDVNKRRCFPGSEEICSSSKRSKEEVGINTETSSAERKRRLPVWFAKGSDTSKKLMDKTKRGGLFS
#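 Kinetic fluorescence helicase assay: unwinding of a quenched forked DNA duplex (100 nM final) with 2 mM ATP final raises red fluorescence (525/598 nm). Compounds sat 15 min at room temperature with 20 nM WRN beforehand.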
# The depositor's hits bear a star; ? = inconclusive; . = no result given; [ ] = remark or other dose. Unless noted, the call rests on the fitted dose curve; in most records, active means well fitted curve in the direction sought with a large enough effect; inconclusive means small, poorly fitted or top-dose-only effect, or another doubt; inactive means no such curve, though single readings can be large; an effect the other way counts as inactive or inconclusive.
SMILES,PLK1 PBD block,D3 ag,GLP1R inv ag,DRD3 antagonist,IL2 activator,GLP1R cytotox,PI5P4Ka inh,GLP1R ag,WRN helicase inh
COc1ccc(C(C(=O)NC(C)(C)C)N(C(=O)CCC(=O)Nc2cc(C)on2)c2cccc(F)c2)cc1 (centres undefined),-7%,0,-19%,1,0.9,-1%,-1,11%,-29%
Cc1cc(Sc2nnc(/N=C/N(C)C)s2)c2ccccc2n1,-9%,-10,3.2µM*,-16,-0.8,-7%,0,-5%,-3%
CCOc1ccc(S(=O)(=O)Nc2cccc(C(=O)NCC(c3ccco3)N(C)C)c2)cc1 (centres undefined),-18%,-33,-17%,-56*,-1.1,-6%,8,0%,11%
COc1ccc(S(=O)(=O)NC(=O)C2(C)CCN2C(=O)Cc2ccc(C(C)(C)C)cc2)cc1 (centres undefined),-3%,8,-12%,4,0.2,4%,-8,1%,1%
CCn1c(-c2csc3ccccc23)n[nH]c1=S,0%,-12,-7%,-29,-3.8,3%,-18,0%,-16%
O=C(CO/N=C1\CCCc2nonc21)Nc1ccccc1Cl,-18%,1,1%,19,-0.5,1%,-7,16%,5%
CCc1cc(C(=O)N2CCCC(C(=O)c3ccc(Cl)cc3)C2)no1 (centres undefined),-17%,5,-10%,9,-3.8,-3%,-2,14%,2%
c1cc(-c2noc(CCC3CCCC3)n2)ccn1,-11%,-5,1%,6,-0.1,8%,5,1%,-1%
COC(=O)c1cc(C(=O)NC(C)C2CC3CCC2C3)cc([N+](=O)[O-])c1 (centres undefined),-13%,-8,?,-16,-0.6,-3%,-6,6%,-3%[57.1 µM]
CC(C)(C)c1ccc(C(=O)C2CCCN(C(=O)c3ccccn3)C2)cc1 (centres undefined),-5%,1,?,36,-2.3,-7%,0,9%,-21%
CC1(C)CC(NC(=O)c2coc(=O)c(Br)c2)CC(C)(C)N1,-6%,-8,69%[activator],24,-0.3,-7%,-9,6%,-4%
Cc1nc(NC(=O)c2ccc(Cl)cc2)nc2cc3c(cc12)OCO3,-7%,-8,41%[activator],2,0.0,56%[activator],0,25%,-16%
OCCC1CN(Cc2cccc3nonc23)CCN1Cc1ccsc1 (centres undefined),4%,-35,-1%,?,1.7,8%,0,5%,1%
Nc1nc(SCc2ccc(Br)cc2)n[nH]1,-10%,-3,44%[activator],-1,-0.6,5%,-2,26%,11%
CC1CN(S(=O)(=O)c2cc(C(=O)NCc3ccncc3)ccc2Cl)CC(C)O1 (centres undefined),2%,4,3%,9,3.6,4%,-3,5%,-7%
CC(=O)Nc1ccc(C(=O)CS(=O)(=O)c2ccc(C)cc2)cc1,-8%,0,9%,-1,-2.2,2%,18,16%,-6%
CCOc1ccc(N2CC(C(=O)Nc3nnc(SCCOC)s3)CC2=O)cc1 (centres undefined),-9%,8,5%,17,-2.4,-11%,-24,13%,-2%
Cc1ccc(CN2CCCN(C)CC2)c(C)c1,19µM*,-11,?,-6,1.8,14%,-13,-8%,?
CC(C)(CN=C1NS(=O)(=O)c2ccccc21)CNC(=O)CN1C(=O)c2ccccc2C1=O,-4%,-6,0%,-8,0.2,-3%,-2,10%,6%
CCOC(=O)c1ccc(N2C(=O)c3n[nH]c(C)c3C2c2ccc(OC)c(OC)c2)cc1 (centres undefined),-3%,0,-22%,-8,-1.3,-27%,-1,23%,9%
CC(C)(C)c1ccc(OCC(O)CSc2ncn[nH]2)cc1 (centres undefined),-6%,13,0%,2,-1.8,8%,.,4%,-14%
C[C@H]1[C@H](C)CC[C@]2(C(=O)O)CC[C@]3(C)C(=CC[C@@H]4[C@@]5(C)CC[C@H](O)C(C)(C)[C@@H]5CC[C@]43C)[C@H]12,-11%,27,-7%,26,-0.3,-6%,-7,-5%,10%
CCN(CC)S(=O)(=O)c1ccc(N=N/C(C(C)=O)=C(/C)O)cc1,-4%,1,29%,15,2.8,-24%,-8,9%,-6%
O=C(Oc1ccc(Br)cc1)c1cccnc1,-1%,-6,6%,-1,-3.3,-6%,-4,0%,18%
COC(=O)N1[C@H](Cc2ccccc2)C=C[C@]1(C)C(=O)O,-9%,-12,0%,3,0.0,2%,3,-3%,-2%

# Looked up above.
# Entry of CC(C)(CN=C1NS(=O)(=O)c2ccccc21)CNC(=O)CN1C(=O)c2ccccc2C1=O in D3 ag: -6
# Entry of C[C@H]1[C@H](C)CC[C@]2(C(=O)O)CC[C@]3(C)C(=CC[C@@H]4[C@@]5(C)CC[C@H](O)C(C)(C)[C@@H]5CC[C@]43C)[C@H]12 in D3 ag: 27

# Other results:
SMILES,PLK1 PBD block,D3 ag,GLP1R inv ag,DRD3 antagonist,IL2 activator,GLP1R cytotox,PI5P4Ka inh,GLP1R ag,WRN helicase inh
CCOc1ccc(-c2cc(C(=O)Nc3ccc(F)cc3)[nH]n2)c(C)c1,0%,-15,-11%,17,0.2,0%,0,-1%,-1%
CC1CCCCN1CCNC(=O)c1cnn2ccccc12 (centres undefined),-9%,2,-17%,-4,-2.8,5%,2,-4%,-1%
Cc1cccc(Sc2nc(-c3ccccc3)ncc2C(=O)O)c1,-20%,-6,-31%,1,-2.1,2%,-3,2%,5%
Cc1ccc(C(=O)n2nc(-c3ccccc3)nc2NCc2ccco2)cc1,1%,-31,0%,16,-2.5,0%,.,9%,-12%
CCOC(=O)N1CCC(N2C(=O)c3ccc(C(=O)Nc4ccc(OC)cc4)cc3C2=O)CC1,2%,3,-9%,21,-2.1,6%,-6,2%,-4%
COc1cccc(OC)c1C(=O)Nc1ccccc1N1CCCCC1,-9%,-12,?,-21,-0.4,-7%,2,-2%,-33%
O=C(COc1ccc(Cl)cc1)NNC(=S)NCc1ccccc1,-26%,-12,-27%,-5,0.0,-4%,15,2%,-12%
CC(=O)NC(Cc1ccccc1)C(=O)NC1CCN(C(=O)NCc2ccccc2)CC1 (centres undefined),4%,0,8%,-1,-0.8,4%,-7,3%,2%
O=C(COc1ccccc1F)NNC(=O)c1cc(Br)ccc1Cl,-8%,-10,-7%,-15,0.3,4%,3,0%,-3%
COc1ccc(C2=Nn3c(nnc3-c3ccc(OC)cc3)SC2)cc1,-6%,-6,-6%,?,-2.6,?,.,?,7%
CCCn1nnnc1NCc1ccccc1C,-8%,2,4%,17,1.8,17%,0,5%,-19%
Cc1nc2ccc(C(=O)Nc3cccc([N+](=O)[O-])c3)cc2s1,-3%,-11,3%,-10,-1.1,12%,13,17%,-20%
COc1ccc(CCNC(=O)CN2C(=O)c3ccccc3C2=O)cc1,0%,-2,10%,19,0.6,-7%,.,-7%,-7%
C/C(NCCCn1ccnc1)=C(\C#N)C(N)=O,-8%,-2,13%,-9,0.7,-14%,2,-14%,-15%
O=C(Nc1nc2c(c(=O)[nH]1)CCCC2)C1CC1,1%,2,1%,0,-1.8,-3%,-2,-7%,1%
O=C1NCCCC1C(=O)N/N=C/c1ccccc1O (centres undefined),-14%,5,11%,25,2.3,5%,1,0%,-3%
COc1ccc(C(=O)NC(=S)NNC(=O)CCc2ccccc2)cc1,?,0,?,10,-0.6,-2%,.,0%,-13%
O=C(C1Cc2ccccc2CN1S(=O)(=O)c1ccccc1[N+](=O)[O-])N1CCOCC1 (centres undefined),-1%,-28,12%,?,-5.9,9%,3,1%,-26%
O=C(/C=C/c1ccc([N+](=O)[O-])cc1)OCC(=O)N1CCCC1,-12%,-3,12%,4,-0.6,-2%,5,6%,?

# Laid out differently: results already given
mol	PLK1 PBD block	D3 ag	GLP1R inv ag	DRD3 antagonist	IL2 activator	GLP1R cytotox	PI5P4Ka inh	GLP1R ag	WRN helicase inh
C/C(NCCCn1ccnc1)=C(\C#N)C(N)=O	-8%	-2	13%	-9	0.7	-14%	2	-14%	-15%
O=C(Nc1nc2c(c(=O)[nH]1)CCCC2)C1CC1	1%	2	1%	0	-1.8	-3%	-2	-7%	1%
O=C1NCCCC1C(=O)N/N=C/c1ccccc1O (centres undefined)	-14%	5	11%	25	2.3	5%	1	0%	-3%
COc1ccc(C(=O)NC(=S)NNC(=O)CCc2ccccc2)cc1	?	0	?	10	-0.6	-2%	.	0%	-13%

# Single records, as listed above.
# Entry for O=C1NCCCC1C(=O)N/N=C/c1ccccc1O (centres undefined) : PLK1 PBD block: -14%; D3 ag: 5; GLP1R inv ag: 11%; DRD3 antagonist: 25; IL2 activator: 2.3; GLP1R cytotox: 5%; PI5P4Ka inh: 1; GLP1R ag: 0%; WRN helicase inh: -3%
# Entry for Cc1nc2ccc(C(=O)Nc3cccc([N+](=O)[O-])c3)cc2s1 : PLK1 PBD block: -3%; D3 ag: -11; GLP1R inv ag: 3%; DRD3 antagonist: -10; IL2 activator: -1.1; GLP1R cytotox: 12%; PI5P4Ka inh: 13; GLP1R ag: 17%; WRN helicase inh: -20%

# Bioassay records as filed in PubChem.
